# HepG2 viability = qHTS for Inhibitors of TGF-b: Cytotox Counterscreen; HepG2 CAGA-GFP viability, ATP luminescence, 18 h; actives 0.76% (n = 410,000); Potency, µM (series often up to 46.1 µM), without a hit: top-dose activity change, negative = cytotoxicity, actives largely listed as cytotoxic; further: potency means the concentration at half of the fitted maximal effect; some results filed as inactive show a strong effect at the top dose
#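 HepG2 CAGA-GFP cells (1000/well, DMEM with 1% FBS) received compound, then TGF-beta at 500 pg/mL final, and were incubated 18 hours at 37 degrees C. Viability was read by CellTiter-Glo luminescence. Media-only wells were set as complete cell-killing and DMSO as no toxicity.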
# TGFb inhibitor = qHTS for Inhibitors of TGF-b; HepG2 CAGA-GFP TGF-b/SMAD3 reporter, GFP fluorescence, 18 h; TGF-beta stimulated, 500 pg/mL final; Potency, µM (titrated, usually from 46.1 µM), inactives show top-dose activity, negative = inhibition, actives largely listed as inhibitors; actives 1.2% (n = 410,000); AID 588855, 2011; further: potency means the concentration at half of the fitted maximal effect; on the % scale 0 is the no-effect control and ±100 the full control effect; nearly all actives have a fitted effect of over 65% in size
#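 Read-out: total well GFP (ex488/em500-530) summed from mean per-cell fluorescence. Cells: HEPG2 CAGA-GFP, 1% FBS DMEM, 18 h at 37 degrees C with 500 pg/mL final TGF-beta. Unstimulated wells served as the full-inhibition control; stimulated DMSO wells = 0%.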
# CCT chaperon mod = High-Throughput Screening for Modulators of Cytosolic Chaperonin Activity. activity change, % (test concentration not listed), hits read low. purified chaperonin ATPase assay, HTRF ADP detection, 30 min. actives 0.3% (n = 360,000); in the data active means activity change below about -30%; further: on the % scale 0 is the no-effect control and ±100 the full control effect
#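 First, chaperonin was dispensed at 40 nM or 20 nM final depending on batch activity. Next, compounds were pinned at 76 uM and ATP added at 10 uM. After 30 min at 37 °C, ADP detection reagents ran 30 min at ambient temperature.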
# A549 tox = Nrf2 qHTS screen for inhibitors: counterscreen for cytotoxicity; A549 ARE-Fluc cells, CellTiter-Fluor viability, 18-24 h; Potency, µM (series often up to 46 µM), without a hit: at the highest dose activity change, negative = cytotoxicity, most hits filed as inhibitors; actives 0.16% (n = 390,000); further: potency means the concentration at half of the fitted maximal effect; on the % scale 0 is the no-effect control and ±100 the full control effect
#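 A549 ARE-Fluc cells in 5% FBS OPTI-MEM, 5000 cells/well, rested 2 h then exposed to compounds in concentration-response for 18-24 h at 37 °C. Viability by CellTiter-Fluor fluorescence (Ex 405/Em 525) after 30 min; luciferase luminescence (BugLite, 15 min, RT) read afterwards.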
# Nrf2 ARE act = qHTS of Nrf2 Activators. AREc32 ARE-luciferase reporter (MCF7-derived line), luminescence, 24 h. AID 624171, 2012. Potency, µM (doses to about 46.1 µM), inactives show at the highest dose activation, usual class: activators. actives 0.31% (n = 410,000); further: potency means the concentration at half of the fitted maximal effect; % of control where 0% means no effect; nearly all actives have a fitted effect of over 65% in size
#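 Luminescent ARE reporter assay in AREc32_Fluc cells: overnight plating at 37 deg C, 24 hr compound incubation, Steady-Glo added, 30 min RT before reading.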
# Nrf2 block = Nrf2 qHTS screen for inhibitors. A549 ARE-Fluc reporter, luciferase luminescence, 18-24 h. Potency, µM (highest dose often 46 µM), without a hit: top-dose activity change, negative = inhibition, actives largely listed as inhibitors. actives 2.1% (n = 360,000). AID 504444, 2011; further: potency means the concentration at half of the fitted maximal effect; on the % scale 0 is the no-effect control and ±100 the full control effect; nearly all actives have a fitted effect of over 60% in size
#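 A549 ARE_Fluc cells, 5000/well, 5% FBS OPTI-MEM; compounds in dose-response, 18-24 h at 37 °C/5% CO2; CellTiter-Fluor viability read (Ex 405/Em 525), then BugLite luciferase luminescence = Nrf2 activity.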
# ATXN viability = Viability Counterscreen for Primary qHTS for Inhibitors of ATXN expression; actives 0.49% (n = 400,000); Potency, µM (top dose mostly 56.7 µM), actives largely listed as cytotoxic; S2 cells (HEK-293 line with an ATXN2-luciferase reporter) viability, CellTiter-Fluor protease fluorescence, 24 h; AID 651635, 2014; further: potency means the concentration at half of the fitted maximal effect; nearly all actives have a fitted effect of over 40% in size
# pAkt inh = HTS Assay for Inhibitors of Akt Phophorylation: Primary Screen; AID 651550, 2012; Neuro2A IGF-stimulated pAkt S473 HTRF, 20 min; hits give low values; activity change, % for hits at 50 µM; actives 0.32% (n = 360,000); in the data active means activity change below about -80%; inconclusive means mostly about -51% to -80%; further: on the % scale 0 is the no-effect control and ±100 the full control effect
#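 Neuro2A cells in DMEM with 0.5% FBS, overnight at 37 deg C, given compound at single 50 µM final, then IGF (6 nM final) for 20 min at 37 deg C. Lysed; phospho-Akt Ser473 by HTRF after 24 h, 665/615 ratio.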
# MmCpn inh = Inhibitors of TCP-1 ring complex (TRiC) of Methanococcus maripaludis (MmCpn): qHTS; Chaperonin Mm-Cpn (Methanococcus maripaludis); Potency, µM (top dose mostly 76.9 µM), for the others: at the top dose activity, negative = inhibition, usual class: inhibitors; actives 0.031% (n = 330,000); purified Mm-Cpn ATPase, ADP Transcreener TR-FRET; further: potency means the concentration at half of the fitted maximal effect; on the % scale 0 is the no-effect control and ±100 the full control effect; nearly all actives have a fitted effect of over 80% in size
#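 Measured: ADP formation by purified Mm-CPN. Conditions: 25 nM protein, 10 uM ATP, Tris pH 7.4 with Mg2+, K+ and DTT, 37°C for 30 min. Detection: Transcreener HTRF after 30 min at room temperature.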
# Numbers without * were called inactive; i = inactive; ? = inconclusive; / = no result given; [ ] = another dose, or the depositor's remark. Unless noted, the call rests on the fitted dose curve; in most records, active means well fitted curve in the direction sought with a large enough effect; inconclusive means small, poorly fitted or top-dose-only effect, or another doubt; inactive means no such curve, though single readings can be large; an effect the other way counts as inactive or inconclusive. This is a random part of the collection; 4.4% or so of the library scored in one or more.
# Under each structure – Nrf2 ARE act	TGFb inhibitor	A549 tox	CCT chaperon mod	ATXN viability	HepG2 viability	pAkt inh	Nrf2 block	MmCpn inh
COc1ccc(-c2cc3nc(-c4ccccc4)cc(C(F)(F)F)n3n2)cc1
 : 4.4%	-4%	9%	/	i	-12%	/	10%	/
O=C(C1=C[C@@H](c2ccccc2)C[C@@H](OCCCCO)O1)N1CCN(Cc2ccc3c(c2)OCO3)CC1
 : 1.0%	?	-1%	-1.2	i	-3%	i	3%	/
CC(=NNC(=S)N1CCCCCC1)c1ccccn1
 : ?	1.3µM*	21µM*	-0.7	?	-51%	i	1.2µM*	/
O=C1NC(c2ccc(Br)cc2)Nc2ccccc21 (stereo not drawn)
 : 5.7%	-7%	-13%	-1.5	i	2%	i	0%	-1%
Cc1cccc(C(=O)N2CCC(=O)N([C@H](COCc3cccc(Cl)c3)Cc3ccccc3)CC2)c1
 : 4.2%	/	/	-0.5	?	/	i	/	/
COC(c1ccccc1)c1nc2ccccc2[nH]c1=O (stereo not drawn)
 : 0.2%	1%	0%	-1.2	i	1%	i	?	0%
CCOC(=O)N1CCN(C(=O)C(=O)Nc2sc3c(c2C#N)CC(C)(C)OC3)CC1
 : -0.5%	-1%	-5%	2.1	i	0%	i	0%	2%
CCOC(=O)c1ccccc1Nc1cn(C(C)=O)c2ccccc12
 : 4.1%	-15%	-7%	-1.8	i	-21%	i	20%	0%
COc1cc(/C=C/C(=O)NC(C)C2CC3CCC2C3)cc(OC)c1OC (stereo not drawn)
 : 0.3%	11%	-10%	-3.5	?	-6%	i	-30%	-1%
Cc1ccc(OCCCC(=O)Nc2ccc3c(c2)OCO3)cc1
 : -0.2%	-2%	-13%	-2.9	i	12%	/	-15%	1%
COc1ccc(/C=C/c2ccncc2)c2ccccc12
 : 2.9%	?	0%	-3.4	i	-40%	i	-5%	/
CCC(C)(C)NC(=O)CN(C(=O)c1csnn1)c1ccccc1-c1ccccc1
 : 2.1%	7%	2%	-7.5	i	1%	i	-13%	-1%
CC(=O)Nc1nc(-c2ccc([N+](=O)[O-])cc2)cs1
 : 0.5%	-4%	-6%	-2.5	i	-20%	i	-8%	-2%
CN(C(=O)COC(=O)c1cc2ccccc2cc1O)C1CCCCC1
 : 9.2%	9%	-2%	1.6	i	-2%	i	-4%	0%
CC1CN(S(=O)(=O)c2cccc(-c3csc(-c4ccccc4)n3)c2)CC(C)O1 (stereo not drawn)
 : 2.3%	-29%	-11%	-0.3	i	-3%	i	?	-14%
Cc1cccc(NC(=S)N2CCN(Cc3ccc4c(c3)OCO4)CC2)c1C
 : -0.7%	?	6%	-0.3	i	-9%	i	6%	2%
CCOC(=O)N1CCN(CC(O)c2ccc3c(c2)CCN3)CC1 (stereo not drawn)
 : 0.4%	-17%	9%	-3.1	i	-2%	i	2%	-1%
CC(C)(C)c1ccc(C(=O)N/C(=C\c2cccc([N+](=O)[O-])c2)C(=O)Nc2cccc(C(=O)O)c2)cc1
 : -0.3%	20%	-1%	1.7	i	-2%	i	3%	-2%
O=C(CN1C(=O)S/C(=C\C=C\c2ccccc2)C1=O)Nc1ccc(O)cc1
 : 27%	6%	?	1.2	i	-1%	i	12%	-3%
Cn1ncc(-c2ccno2)c1C(=O)O
 : 0.3%	?	2%	3.2	i	10%	i	8%	3%
CS(=O)(=O)N(CC(=O)N1CCN(C(c2ccccc2)c2ccccc2)CC1)C1CCCCC1
 : -0.8%	-20%	-7%	-23	/	0%	/	-1%	-2%
COC(=O)c1c(-c2cccc(C)c2)csc1NC(=O)C1CCCO1 (stereo not drawn)
 : 2.5%	8%	6%	-2.7	i	7%	i	-17%	-16%
Cc1ccc2nc(Cl)c(/C=N/NC(=O)c3ccccc3O)cc2c1
 : -0.5%	-15%	-1%	-2.1	i	-2%	i	?	1%
COc1ccc([N+](=O)[O-])cc1NC(=O)C(C)OC(=O)CC1CCCC1 (stereo not drawn)
 : 14%	-4%	-4%	-0.1	i	-1%	i	-2%	-1%
CC(C)CN(CCNC(=O)c1cn(C)c2ccc(S(=O)(=O)N3CCCCCC3)cc2c1=O)CC(C)C
 : -0.1%	-2%	1%	/	i	7%	/	1%	/
Cc1nn(Cc2ccccc2Cl)c(C)c1C(=O)Nc1nnc(C2CC2)s1
 : 0.0%	-5%	-2%	-3.1	i	-34%	i	?	-1%
CC(=O)Oc1ccc(OC(C)=O)c(S(=O)(=O)c2ccc(C)c(C)c2)c1
 : 13%	-1%	-14%	-1.1	?	1%	i	-15%	-1%
CC1CCCC(C)N1/N=C/c1ccc([N+](=O)[O-])cc1 (stereo not drawn)
 : 0.8%	2%	-7%	-1.4	i	-22%	i	?	0%
O=C(Nc1ccccc1Cl)c1cc(C2CCCN(C(=O)c3ccccc3)C2)on1 (stereo not drawn)
 : 3.9%	-9%	/	1.6	i	-25%	i	/	/
CCn1c(=N)c(C(=O)NC2CCCCC2)cc2c(=O)n3cc(C)ccc3nc21
 : 0.2%	12%	6%	/	/	4%	/	11%	/
COc1ccc(CC(=O)N[C@@H](CCSC)c2nc3ccccc3[nH]2)cc1
 : 2.7%	-5%	-1%	-1.9	i	-4%	i	-9%	-3%
C[C@]12CC[C@@H]3c4ccc(OC(=O)c5ccccc5)cc4CC[C@H]3[C@@H]1CC[C@@H]2O
 : -0.5%	2%	-6%	-4.2	i	0%	i	?	1%
CC1(C)CC(c2nc(-c3ccc([N+](=O)[O-])cc3)cs2)CCO1 (stereo not drawn)
 : 0.0%	5%	-4%	-4.1	i	3%	i	?	1%
O=C(CN1C(=O)NC2(CCCCC2)C1=O)NCCc1ccccc1
 : 3.3%	-20%	-1%	-0.9	i	0%	i	27%	-4%
CCC(Oc1ccccc1)C(=O)Nc1ncc([N+](=O)[O-])s1 (stereo not drawn)
 : 0.0%	-10%	?	-3.0	?	1%	i	?	?
CN(C(=O)c1ccccn1)c1nnc(-c2cnccn2)s1
 : -0.4%	21%	0%	-3.3	i	1%	i	25%	2%
CC12COC3(C(=O)Nc4ccc(Cl)cn4)CC1CCC32C (stereo not drawn)
 : 2.5%	-6%	1%	-0.3	i	-24%	i	-3%	3%
Cc1ccc(-n2ccnc(SCC(=O)NC3CCCC3)c2=O)cc1Cl
 : -0.7%	18%	-7%	1.7	?	-8%	i	-1%	-7%
COc1ccc(N2CCN(C(=O)COc3ncnc4ccccc34)CC2)cc1
 : -0.6%	-2%	-4%	-2.3	i	0%	i	-13%	-2%
COc1cccc(-c2nc(CS(=O)CC(=O)NC3CCCCC3)c(C)o2)c1 (stereo not drawn)
 : 0.7%	-8%	1%	-0.3	i	-5%	i	-12%	2%

# 3 entries already listed, sorted by the value under Nrf2 ARE act, falling.
Compound | Nrf2 ARE act
O=C(CN1C(=O)NC2(CCCCC2)C1=O)NCCc1ccccc1 | 3.3%
CC1CCCC(C)N1/N=C/c1ccc([N+](=O)[O-])cc1 (stereo not drawn) | 0.8%
Cc1ccc(-n2ccnc(SCC(=O)NC3CCCC3)c2=O)cc1Cl | -0.7%

# Following part:
# Under each structure – Nrf2 ARE act	TGFb inhibitor	A549 tox	CCT chaperon mod	ATXN viability	HepG2 viability	pAkt inh	Nrf2 block	MmCpn inh
COC(=O)c1ccc(SCC(=O)NCc2ccccc2)c([N+](=O)[O-])c1
 : 0.4%	0%	-8%	-3.3	i	2%	i	8%	-1%
Fc1ccccc1-c1nc(NCC2CC2)nc2ccsc12
 : 4.8%[9.22 µM]	-1%	/	-0.7	i	-2%	i	/	/
COc1cccc(C(=O)NC2CCSC2=O)c1 (stereo not drawn)
 : -0.3%	-23%	4%	0.7	i	3%	i	11%	0%
CN1CCN(NC(=O)c2cccc(C(F)(F)F)c2)CC1
 : 0.1%	-1%	1%	0.3	i	-19%	i	-4%	1%
CSc1nc(C)cc(OCCO)n1
 : 0.2%	-10%	-3%	1.0	i	5%	i	-2%	-1%
Cc1cc(C)cc(N(CC(=O)N2CCN(c3ccccc3)CC2)S(=O)(=O)c2c(C)noc2C)c1
 : -0.6%	-12%	-2%	1.3	i	2%	i	3%	-1%
Cc1ccc2nc(-c3ccc(NC(=O)C4CCCO4)cc3)[nH]c2c1 (stereo not drawn)
 : -2.0%	5%	2%	1.1	i	-33%	i	?	0%
CN(c1ccccc1)S(=O)(=O)c1cccc(NC(=O)c2cccc(C#N)c2)c1
 : -1.2%	-12%	?	-1.4	i	-14%	i	?	-22%
O=S(=O)(c1ccccc1)N1CCN=C1SCc1ccccc1
 : 2.4%	-8%	1%	-2.8	i	0%	i	-22%	0%
O=C1CC(c2ccccc2)Cc2[nH]c(=O)c(C(=O)Nc3ccc(F)cc3)cc21 (stereo not drawn)
 : -0.6%	-3%	-1%	/	i	-31%	/	/	/
O=C(Nc1cccc(-c2cccc(Cl)c2)c1)C1CCN(Cc2ccccn2)CC1
 : -0.5%	?	1%	1.5	i	-21%	i	-5%	-1%
CSc1ccccc1NC(=O)CNCCCN1CCOCC1
 : -0.2%	-21%	3%	-0.1	i	-19%	i	3%	-2%
O=C(CCn1c(=O)c2sccc2n(CC(=O)NCc2ccco2)c1=O)NCc1ccccc1
 : 0.5%	-2%	-1%	1.8	i	-32%	i	3%	-3%

# TGFb inhibitor, what is marked active above
SMILES | Nrf2 ARE act | TGFb inhibitor | CCT chaperon mod | pAkt inh | MmCpn inh
CC(=NNC(=S)N1CCCCCC1)c1ccccn1 | ? | 1.3µM* | -0.7 | i | /
